pPAFAH FP inh: pPAFAH (human) enzyme inhibition; Q13093; recombinant pPAFAH, FP-rhodamine probe fluorescence polarization; inhibition, % at 3.39 µM; 1.5% of 330,000 active;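 active = inhibition above the mean inhibition across the screen plus 3 SD, cut at about 25% in these data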;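 also: inhibitors block binding of the rhodamine activity-based probe so polarization drops; 0% = enzyme with DMSO and 100% = wells lacking pPAFAH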
PAFAH1B2 inh: PAFAH1B2 (human) inhibition | P68402 | recombinant PAFAH1B2, FP-rhodamine activity probe, fluorescence polarization | inhibition, % at 3.39 µM | 1.2% of 340,000 active;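 active = inhibition above the mean of all tested compounds plus 3 SD, cut at about 24% in these data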;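 also: 0% = enzyme with DMSO and 100% = wells lacking PAFAH1B2; many of its hits are not listed in these tables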
Target sequence (P68402 whole entry, looked up): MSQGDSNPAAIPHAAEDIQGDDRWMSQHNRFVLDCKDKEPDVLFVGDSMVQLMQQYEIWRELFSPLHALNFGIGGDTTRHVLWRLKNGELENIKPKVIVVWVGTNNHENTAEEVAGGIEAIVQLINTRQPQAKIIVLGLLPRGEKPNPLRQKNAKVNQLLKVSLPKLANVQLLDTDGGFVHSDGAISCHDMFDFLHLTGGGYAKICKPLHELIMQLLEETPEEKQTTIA
LYPLA2 inh: counter-screen for PME1 inhibitors: inhibitors of human LYPLA2; O95372; recombinant LYPLA2, FP-Rh probe fluorescence polarization; inhibition, % at 5.9 µM; 0.38% of 320,000 active;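 active = inhibition above the screen-wide mean plus 3 SD, limit set per campaign, cut at about 26% in these data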;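 also: 0% = LYPLA2 with DMSO and 100% = wells lacking LYPLA2 enzyme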
LYPLA1 counter: blocks human lysophospholipase 1, a PME1 counter-screen; recombinant LYPLA1, FP-Rh probe fluorescence polarization; O75608; AID 2174; inhibition, % at 5.9 µM; 0.16% of 320,000 active;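 active = inhibition above the mean of all tested compounds plus 3 SD, set per campaign, cut at about 14% in these data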;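 also: inhibitors block serine hydrolase probe labeling of LYPLA1 so polarization falls; 0% = enzyme with DMSO and 100% = wells lacking LYPLA1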
Target sequence (O75608 whole entry, looked up): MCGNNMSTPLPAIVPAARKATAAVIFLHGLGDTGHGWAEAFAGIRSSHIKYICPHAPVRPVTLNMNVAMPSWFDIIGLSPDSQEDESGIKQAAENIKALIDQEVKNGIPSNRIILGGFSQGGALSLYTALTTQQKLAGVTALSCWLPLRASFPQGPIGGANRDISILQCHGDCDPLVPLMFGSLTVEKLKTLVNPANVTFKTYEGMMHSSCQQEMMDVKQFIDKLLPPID
GSTO1 inh: counter-screen for RBBP9 inhibitors: inhibitors of human GSTO1 | recombinant GSTO1, activity-based probe fluorescence polarization | inhibition, % at 5.96 µM | 1.1% of 300,000 active | AID 1974;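 active = inhibition above the campaign mean inhibition plus 3 SD, cut at about 35% in these data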;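 also: 0% = GSTO1-1 with DMSO and 100% = wells lacking GSTO1-1 enzyme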
Target sequence (P78417 whole entry, looked up): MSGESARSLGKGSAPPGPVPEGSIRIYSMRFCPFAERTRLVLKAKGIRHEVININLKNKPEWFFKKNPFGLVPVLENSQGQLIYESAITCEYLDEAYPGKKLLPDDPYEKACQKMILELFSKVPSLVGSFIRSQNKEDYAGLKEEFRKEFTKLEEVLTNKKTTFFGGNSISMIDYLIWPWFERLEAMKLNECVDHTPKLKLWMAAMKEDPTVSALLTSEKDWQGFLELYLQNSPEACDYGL
PAFAH2 inh: PAFAH2 (human) inhibition | Q99487 | recombinant PAFAH2, FP-rhodamine activity probe, fluorescence polarization | inhibition, % at 3.39 µM | 0.99% of 340,000 active | AID 492956;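 active = inhibition above the mean over all tested compounds plus 3 SD, cut at about 30% in these data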;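 also: inhibitors block probe labeling of enzyme so polarization drops; 0% = enzyme with DMSO and 100% = wells lacking PAFAH2 protein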
PAFAH1B3 inh: blocks human PAF acetylhydrolase 1B catalytic subunit 3 | 0.28% of 340,000 active | Q15102 | recombinant PAFAH1B3, FP-rhodamine probe, fluorescence polarization | inhibition, % at 3.39 µM;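 active = inhibition above the screen-wide average of all tested compounds plus 3 SD, cut at about 25% in these data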;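 also: 0% = enzyme with DMSO only and 100% = wells lacking PAFAH1B3 protein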
Target sequence (Q15102 whole entry, looked up): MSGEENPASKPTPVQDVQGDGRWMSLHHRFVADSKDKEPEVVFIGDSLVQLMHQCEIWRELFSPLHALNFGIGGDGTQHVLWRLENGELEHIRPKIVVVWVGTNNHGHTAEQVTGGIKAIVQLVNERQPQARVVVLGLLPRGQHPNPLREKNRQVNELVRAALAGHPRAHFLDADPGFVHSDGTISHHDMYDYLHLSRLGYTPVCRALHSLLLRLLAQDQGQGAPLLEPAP
PREPL inh: human PREPL enzyme inhibition; Q4J6C6; recombinant PREPL, fluorescence polarization activity-based probe; inhibition, % at 5.96 µM; 0.68% of 320,000 active; AID 2751; in the data active = inhibition above about 43%;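 also: 0% = enzyme with DMSO and 100% = wells lacking enzyme; many of its hits are not listed in these tables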
PAD4 inh: PAD4 (human) enzyme inhibition; 0.41% of 330,000 active; recombinant PAD4, RCA probe fluorescence polarization; AID 485272; inhibition, % at 6.36 µM; Q9UM07;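 active = percent inhibition above a cutoff equal to the mean of all tested compounds plus 3 SD, cut at about 15% in these data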;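 also: 0% = PAD4 with RCA probe and DMSO and 100% = probe without PAD4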
* marks the source's active call; other numbers are inactive results; · = not tested or not shown. Only part of the results is shown, so the mix of outcomes need not match the whole.

Below each compound – pPAFAH FP inh, PAFAH1B2 inh, LYPLA2 inh, LYPLA1 counter, GSTO1 inh, PAFAH2 inh, PAFAH1B3 inh, PREPL inh, PAD4 inh
> Cc1ccc(-c2nnn(CC(=O)NC3CCCc4ccccc43)n2)cc1 (centres undefined)
  1.4, 3.7, -4.7, 1.4, 1.1, -5.6, 0.0, -8.7, -2.3
> Cc1cc(NC(=O)CSc2nc(=O)cc(N)n2-c2ccc(F)cc2)no1
  -0.3, 5.5, -2.0, 1.3, 7.7, 0.3, 3.8, -3.7, 2.1
> COCCCNC(=O)C(F)(F)C(F)(F)C(=O)NCCCOC
  19.9, 2.7, 1.0, -0.2, 3.4, 3.7, 2.7, -5.2, 2.0
> COC(=O)C1=C(C)N(Cc2ccccc2)C(=NCc2cccc(Cl)c2)N[C@H]1c1cccc(F)c1
  -3.6, 2.8, ·, ·, ·, -0.1, 5.9, -60.8, -6.2
> Cc1ccc(OCC(=O)OCC(=O)Nc2sccc2C(N)=O)cc1C
  11.5, 2.7, 9.5, 3.8, 3.2, 5.0, 0.4, 38.0, -5.3
> CC(Cc1cccs1)NC(=O)Nc1ccccc1 (centres undefined)
  0.5, -1.7, 4.0, 3.5, -4.2, -2.5, 9.6, 3.1, -0.1
> COc1cc(OC)cc(C(=O)Nc2cccc(-c3ccc4nncn4n3)c2)c1
  0.3, ·, 4.7, 3.0, -2.5, ·, ·, -8.3, 0.7
> COC(=O)Cn1cnc2c(nnn2Cc2ccc(Cl)cc2)c1=O
  4.3, 5.9, 2.5, 4.1, 3.2, -2.5, 7.0, 12.1, -7.0
> O=C(CCCOc1ccc(Cl)cc1Cl)Nc1ccc(O)cc1C(=O)O
  9.3, 2.1, 0.9, -3.6, -13.1, -3.4, 7.2, 12.0, -1.2
> CC1CCCN(C(=O)COC(=O)c2ccc[nH]c2=O)C1 (centres undefined)
  -2.1, 4.0, 0.8, 0.2, -5.0, -2.2, 6.9, 2.6, -2.2
> Cc1ccc(N2C(=O)CC(N3CCN(S(=O)(=O)c4ccccc4)CC3)C2=O)c(C)c1 (centres undefined)
  2.6, -2.5, 12.7, 0.9, 2.0, 0.4, 5.3, 2.7, 1.1
> COc1ccc(N2CC(C(=O)N[C@@H](C)C(=O)N[C@H](CO)c3ccccc3)CC2=O)cc1 (some centres undefined)
  0.7, -0.4, -3.9, -2.1, -2.5, 3.1, 9.6, 0.2, -7.4
> CC(=O)OC(C(=O)N1CCN(c2ccccc2F)CC1)c1ccccc1 (centres undefined)
  1.1, 3.5, 4.4, 3.0, 1.2, 4.1, 4.0, 2.4, 1.0
> CCOC(=O)c1cnc(SC)nc1Oc1cccc(NC(=O)c2ccc(Cl)cc2)c1
  1.8, -3.4, -6.8, -0.3, -3.0, -0.1, -2.0, 22.0, -12.8
> O=C(c1ccc(N2CCN(C3CC(=O)N(Cc4cccs4)C3=O)CC2)cc1)c1cccnc1 (centres undefined)
  4.4, 8.3, 22.3, 1.2, 3.0, 0.9, 4.3, -4.8, -7.5
> O=C1NC2(CCCc3ccccc32)C(=O)N1Cc1nnc(-c2ccccc2Br)o1 (centres undefined)
  12.7, -10.6, 3.7, -3.2, -4.4, -11.1, -4.0, 9.5, -2.3
> O=C(NC1CCCCC1)c1cc(-c2ccccc2O)on1
  2.2, 4.2, -5.1, -7.3, -7.0, 3.8, -2.1, -11.1, -3.3
> CCOC(=O)C1(CCOc2ccccc2)CCN(C(=O)c2ccc(-n3cccn3)cc2)CC1
  2.3, 4.7, 4.5, -0.5, -2.5, 3.7, 7.8, -7.0, 4.1
> CCOC(=O)C[n+]1c(C)csc1C
  0.3, 3.7, -3.4, 1.0, -0.3, -8.9, 4.3, 0.0, -3.6
> Cc1cc(NC(=O)CSCC(=O)Nc2ccc(Cl)c(C(F)(F)F)c2)no1
  4.7, 10.4, -0.7, -1.8, -3.1, 2.0, -6.6, 5.1, 4.2
> O=C(CCNC(=O)c1ccccc1Cl)NN=Cc1ccco1
  1.2, -0.4, ·, ·, ·, -3.8, 0.2, 3.7, 2.5
> Cc1ccc(NC(=O)CO/N=C(\N)c2ccccc2)cc1C
  6.4, 2.7, ·, ·, ·, -0.7, -2.5, 3.4, -3.3
> C[C@H](CO)N1C[C@H](C)[C@@H](CN(C)C(=O)Nc2ccccc2)Oc2ccc(NS(=O)(=O)c3ccc(F)cc3)cc2C1=O
  11.8, 3.0, ·, ·, ·, 9.3, 15.8, 14.5, 3.8
> CC(=O)Nc1ccc(N2C(=O)c3ccc(C(=O)Nc4nnc(SCc5ccc(F)cc5)s4)cc3C2=O)cc1
  -1.4, -4.7, -4.0, -5.8, -1.2, -2.7, 0.0, 15.6, 3.6
> O=C(NCc1ccc2c(c1)OCO2)C1CCN(Cc2cnn(-c3ccccc3)c2-n2cccc2)CC1
  2.9, -2.2, 1.3, 2.2, 1.8, 2.0, 3.7, 11.0, -4.8
> O=C(Nc1ccc2c(c1)CCC2)C1CCCN(c2ncccn2)C1 (centres undefined)
  1.6, 2.3, 0.2, -1.7, -1.4, 4.9, 13.3, 15.6, -5.1
> CN1CCN(c2ccc(NC(=O)COc3cccc4ccccc34)cc2)CC1
  4.7, 3.5, 2.6, -0.9, 3.6, 4.1, 8.4, 55.4*, 0.6
> COc1ccc(N2CCN(C(=O)CCNC(=O)c3ccc(C(C)(C)C)cc3)CC2)cc1
  9.3, 64.3*, 6.2, -2.8, 4.3, 0.6, -1.6, 15.7, -0.5
> COc1ccc(C(=O)Nc2ccccc2SCc2cc(=O)n3nc(C)sc3n2)cc1OC
  6.1, 5.2, -2.0, 4.7, -4.4, 7.5, 8.1, 18.5, 0.7
> Cc1nc([N+](=O)[O-])c(Br)n1CC(=O)c1ccc2ccccc2c1
  1.3, -4.3, 31.3*, 0.6, -17.0, -0.8, 16.0, 11.8, -3.4
> O=C(CCC1CCCC1)NCCCN1CCOCC1
  4.5, 0.6, 1.1, 2.5, -0.2, 9.6, -4.6, 2.8, -1.0
> O=C(Nc1ccccc1Oc1cccnc1)C1CCCN(Cc2ccc(F)cc2)C1 (centres undefined)
  -0.7, 2.4, 4.7, 1.9, 3.2, -2.6, 4.9, 6.4, 2.3
> Cc1cccc(NC(NC(=O)c2ccccc2[N+](=O)[O-])C(Cl)(Cl)Cl)c1 (centres undefined)
  3.6, 0.2, 3.7, -0.6, -4.2, 2.9, 4.8, -7.1, -4.4
> COc1ccc(N(CC(=O)Nc2cccc(N(C)S(C)(=O)=O)c2)S(=O)(=O)c2ccc(F)cc2)cc1
  -1.6, 1.8, -4.2, -1.7, -6.3, 2.2, 4.1, 6.9, -0.8
> O=C1CC(c2ccccc2Oc2cccc(Cl)c2)C(n2cncn2)C(=O)C1C1NCCc2ccccc21 (centres undefined)
  18.9, 5.2, 16.9, -2.0, -5.4, 7.4, 2.5, -1.5, 4.1
> COc1ccc(C2(CNC(=O)c3ccccc3)CCOCC2)cc1
  1.6, ·, -2.0, 0.0, 9.1, ·, ·, 3.2, 4.5
> CCOC(=O)c1nnc2cc(C)nn2c1C
  6.3, ·, -4.5, -2.2, 6.7, ·, ·, 5.0, 2.3
> Cc1ccc(NS(=O)(=O)c2cn(C)c(=O)n(C)c2=O)cc1C
  -3.2, 3.1, 1.0, -0.8, 3.4, 6.3, -5.5, -5.0, 0.7
> O=C(CC1C(=O)NCCN1C(=O)c1ccc(F)cc1)OCc1ccccc1 (centres undefined)
  -2.7, 0.9, -3.7, -1.3, -7.5, 5.5, 6.8, -7.9, -0.5
> COc1cc(C(=O)NCC(=O)Nc2c(C)cccc2C)ccc1OCc1ccccc1
  0.5, -1.7, 5.2, 3.2, ·, -4.5, -1.1, 7.0, -6.0
> COc1ccc(C(=O)Nc2ccnn2C2CCN(Cc3cn(C)nc3C)CC2)cc1
  -1.0, 1.1, 1.5, -1.4, 0.5, -3.3, 9.8, 8.1, -0.7
> Nc1ncc(-c2cc3ccccc3oc2=O)s1
  3.1, 0.3, 1.6, 1.1, 2.1, -2.3, 3.8, 0.9, -0.5
> O=S(=O)(Cc1cccc(F)c1)c1c[nH]c2ccccc12
  12.3, 9.8, 5.3, 2.3, 2.3, 5.2, -10.7, 3.0, 1.8
> CCCCCCCCCCCCCCCC[n+]1cccc2ccccc21
  56.5*, -7.5, 32.5*, 7.9, 7.5, -3.4, -1.1, 56.2*, 7.0
> Cc1cc(C(=O)NCc2ccc3c(c2)OCO3)c(C)o1
  -0.4, -3.5, 2.3, -1.6, 7.7, -0.8, 12.7, -0.6, -0.2
> Cc1ccccc1NC(=O)C1CCCN(S(=O)(=O)c2cccc3cccnc23)C1 (centres undefined)
  1.3, 3.1, -11.2, -1.8, 0.7, -0.6, 9.5, -4.5, 0.5
> COc1ccc(OC)c(S(=O)(=O)N2CCC(C(=O)NCc3ccc4c(c3)OCO4)CC2)c1
  2.4, 5.4, -4.3, -1.7, 7.8, -2.8, -0.6, 1.1, -3.1
> COc1ccccc1CN1CCN(Cc2nc(-c3cccs3)no2)CC1
  -3.6, 2.3, 2.0, 0.9, 4.9, -0.7, 0.9, 12.5, -1.1
> O=C(Cc1n[nH]c(=O)[nH]c1=O)N/N=C/c1ccccc1
  -1.5, 0.6, 1.4, -1.2, 9.8, -1.9, 4.8, -0.5, 0.9
> FC(F)Oc1ccc(C2N=C(c3ccccc3)NO2)cc1 (centres undefined)
  1.5, 2.8, -5.5, 1.2, 1.3, 4.2, 5.1, 2.7, -1.0

(next part)
Below each compound – pPAFAH FP inh, PAFAH1B2 inh, LYPLA2 inh, LYPLA1 counter, GSTO1 inh, PAFAH2 inh, PAFAH1B3 inh, PREPL inh, PAD4 inh
> COCCNc1oc(/C=C/c2ccccc2OC)nc1S(=O)(=O)c1ccccc1
  4.6, 4.4, 3.4, -2.4, -1.5, 4.0, -3.0, 3.2, -0.1
> COc1ccc(C(CNC(=O)c2cc3ccccc3o2)N2CCCC2)cc1 (centres undefined)
  -3.6, 1.3, 2.4, 1.5, ·, 4.3, -2.1, 15.8, -0.4
> N#Cc1c(N)n(C2CCCCC2)c2nc3ccccc3nc12
  0.9, 7.0, -8.4, -3.6, 1.3, 9.3, 4.0, -14.6, 3.8
> O=C(O)CCCC(=O)Nc1ccc(C(=O)N2CCCCC2)cc1
  1.4, 6.7, 2.1, 0.8, -4.9, -4.5, -0.4, -10.8, 1.1
> CC1(C)Cc2nc(N)c(=O)sc2C1
  -0.5, 1.9, -0.4, -1.9, 5.5, 4.2, 9.6, 3.0, -1.3
> COc1cccc(CNC(=O)c2ccc3c(c2)N(C)CCS3)c1OC
  9.6, 0.3, 2.2, 2.4, 3.8, 3.3, 1.7, 5.2, 5.5
> CC1Sc2ccc(S(=O)(=O)CCC(=O)NC3CCCC(C)C3C)cc2NC1=O (centres undefined)
  -1.6, 7.6, 19.1, -0.4, -2.0, 2.1, 7.6, 21.4, 0.1
> COc1ccc(/C=C/CN2CCCC(CO)(Cc3cccc(Cl)c3)C2)cc1 (centres undefined)
  1.1, -3.6, 5.5, 7.2, -7.0, -5.2, 1.8, -39.5, -7.4
> O=C(NNC(=S)NC1CCCCC1)c1ccccc1Br
  4.4, 7.7, 5.4, 1.0, -6.8, 7.0, 9.9, 11.8, -1.5
> O=C(CNS(=O)(=O)c1ccc(Br)s1)N1CCN(c2ccc(F)cc2)CC1
  7.6, 9.8, 15.8, 13.9, 0.8, 15.3, 2.3, -32.1, 1.1
> CCc1ccc(N2CC(C(=O)NC3CC3)CC2=O)cc1 (centres undefined)
  2.3, 2.4, 2.1, 0.1, 0.9, 5.0, 4.4, 20.8, 0.4
> COc1cccc(SCc2noc(C(=O)NCC3CCCO3)c2C(=O)O)c1 (centres undefined)
  -1.5, -2.6, 0.6, -0.8, -6.2, 4.0, 4.2, 4.0, -1.3
